Bioassay records: PubChem BioAssay, several laboratories
Autophagy HCS = autophagy modulation, high-content screen; MEF GFP-LC3 puncta imaging; test concentration mostly 10 µM; calls only at 10 µM (by protocol); actives 0.98% (n = 190,000);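 active = percentage of spot-positive cells more than 3 SD above its plate mean, without a fluorescence outlier flag or 80% toxicity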;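 note: spot-positive cell cutoff set from DMSO-treated cells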
Yfh1-off respiration = enhancers of respiration in Yfh1-depleted yeast, dose response, Friedreich's ataxia, plus single-dose screen (AID 1465); S. cerevisiae Yfh1-off respiration, WST-1 reduction, 72 h; higher fold induction means a stronger effect; actives 0.074% (n = 220,000); fold induction at 50 µM, or EC50 in µM where a hit was titrated;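 active = fold induction of absorbance versus untreated yeast above a set limit, then at least 30% activation at any dose in follow-up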;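 note: activators that raise dye reduction in frataxin-depleted yeast; strong numbers were not always called active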
Insulin prom up = MIN6 insulin promoter up-regulation; z-score at 5 µM; actives 0.3% (n = 190,000); MIN6 insulin promoter-GFP reporter, high-content imaging; hits give high values;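 active = z-score above 3 at 5 µM with at least 500 cells counted in the well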
b-catenin transl = alters nuclear translocation of beta-catenin in HeLa cells | immunofluorescence imaging | nuclear translocation activity, % at 5 µM | actives 0.3% (n = 190,000) | AID 1665;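 active = nuclear translocation activity above 50% at 5 µM, with a well cell count of 50 or more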;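 note: per-cell ratio of nuclear to cytoplasmic median beta-catenin stain intensity; plate controls were DMSO negative control for no effect and GSK-3 inhibitor IX positive control for full effect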
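Test system: human HeLa cells, native beta-catenin. Compound dosing: 5 µM primary single dose, 0.1% DMSO, 0.02–20 µM confirmation series. Incubation: compound exposure 24 h at 37°C. Detection: beta-catenin immunostaining with DAPI counterstain, 20x imaging, 6 fields/well. Read-out basis: Nuclear/cytoplasmic beta-catenin signal ratio, % activation.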
WT yeast gro inh = growth inhibition of WT yeast, mitochondrial fusion screen; mitochondrial fusion phenotypic screen, WT strain; inhibition, % at 10 µM; actives 2.1% (n = 190,000); AID 1362; in the data active = inhibition above about 58%; tested in S. cerevisiae
MT stabilize HCS = microtubule stabilization, imaging screen; HeLa tubulin immunostaining HCS, 24 h; share of cells brighter than vehicle mean+2SD; % tubulin-high responders, % at 10 µM; actives 0.83% (n = 200,000); AID 2205;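 active = plate Z-score above 3 for both tubulin-high and condensed-nucleus cell shares, with cell loss under 80%, at 10 µM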;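 note: anti alpha tubulin signal scored within the nucleus-defined area of each cell; some results filed as inactive read as strong as hits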
PMI inhibition = MPI inhibition at elevated mannose 6-phosphate – biochemical, fluorescence intensity, high mannose 6-phosphate, primary screen (AID 1220); actives 0.66% (n = 190,000); one-dose inhibition, % at 20 µM; IC50 in µM for titrated hits; recombinant PMI enzyme, coupled fluorescence intensity; higher % means a stronger effect
Dynein cargo inh = dynein cargo transport inhibition; 3617.4 mouse cells, GR-EGFP nuclear translocation imaging; test concentration mostly 20 µM; stimulated with dexamethasone, 1 µM; hits give low values; z-score, hits read low; actives 0.47% (n = 220,000); AID 1381;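 active = plate z-score of nuclear minus cytoplasmic receptor signal below a set negative limit, without overly bright fluorescence or cell loss, cut at about -3.5 in these data, passing the limit was not always enough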;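 note: z-score of nuclear minus cytoplasmic ring GR-EGFP intensity difference per well; some compounds called inactive have numbers as strong as hits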
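Buffer or medium: Induction medium lacking tetracycline, stripped serum | Also added: Dexamethasone agonist, 1.0 µM final, for 30 min | Timing: 48 h induction, 1 h compound, 30 min dex at 37 °C | Detection: Formaldehyde fixation, Hoechst nuclear stain, 10x automated fluorescence imaging | Measure: Nuclear versus cytoplasmic GR-EGFP signal, averaged per well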
human PMI inhibition = inhibitors of human PMI, primary screen, biochemical, fluorescence intensity, coupled assay (AID 1209); purified PMI enzyme, coupled fluorescence intensity; higher % means a stronger effect; inhibition, % at 20 µM; hits with a dose series show IC50 in µM; actives 0.42% (n = 190,000);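 note: plate controls were DMSO vehicle for no effect and wells lacking substrate for full effect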
WT yeast gro inh mutant strain = further read-out of WT yeast gro inh, marked with its call; inhibition, %; mitochondrial fusion phenotypic screen, mutant strain inhibition
Dynein cargo inh cytoplasmic EGFP = also measured in Dynein cargo inh; calls as there; z-score; measured here: cytoplasmic GR-EGFP intensity; hits give high values
Dynein cargo inh nuclear GR-EGFP = second read-out of Dynein cargo inh, no call of its own (marks repeat the call); z-score; measured here: nuclear GR-EGFP intensity;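 lower value marks the stronger effect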
Dynein cargo inh cell count = recorded beside Dynein cargo inh, whose call it bears; z-score; measured here: cell count per field
Insulin prom up cell count = further read-out of Insulin prom up, marked with its call; cell count; measured here: cytotoxicity, nuclei count;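 total cells summed across four imaged fields per well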
b-catenin transl cell count 5 µM = recorded beside b-catenin transl, whose call it bears; cell count; measured here: cell count, cytotoxicity flag
MT stabilize HCS Hoechst-high % = further read-out of MT stabilize HCS, marked with its call; % Hoechst-high responders; measured here: nuclear condensation Hoechst responders;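 share of cells brighter than vehicle mean plus two SD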
MT stabilize HCS cytotoxicity % = further read-out of MT stabilize HCS, marked with its call; toxicity, %; measured here: cytotoxicity by cell density;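 0% = mean cell density of plate MIN control wells and 100% = no cells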
Autophagy HCS cell loss 18 h = recorded beside Autophagy HCS, whose call it bears; toxicity, %; measured here: cell loss, nuclei count;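 cell loss after 18 h compound exposure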
Starred values were filed as active, the others as inactive; i = inactive; . = not tested or not shown. Cut-off read from the data, not from the text of the source, unless noted: active = inhibition above about 50%; inactive = the rest.

Preview:
SMILES	Autophagy HCS	Autophagy HCS cell loss 18 h	Yfh1-off respiration	Insulin prom up	Insulin prom up cell count	b-catenin transl	b-catenin transl cell count 5 µM	WT yeast gro inh	WT yeast gro inh mutant strain	MT stabilize HCS	MT stabilize HCS Hoechst-high %	MT stabilize HCS cytotoxicity %	PMI inhibition	Dynein cargo inh	Dynein cargo inh cytoplasmic EGFP	Dynein cargo inh nuclear GR-EGFP	Dynein cargo inh cell count	human PMI inhibition
Cc1n[nH]c(C)c1Sc1ccccc1[N+](=O)[O-]	i	21.1	i	-0.21	1169	3.8	971	-33.3	-18.8	3.7	3.5	2.3	-3.2%	-0.953	-0.165	-0.381	0.127	3.5%
CCCn1cnc2sc(CC)cc2c1=O	i	9.6	i	0.29	1205	.	.	-8.1	12.9	4.1	2.7	8.0	-15.1%	-0.688	-0.235	-0.623	0.255	-18.2%

Main list (from the top)
SMILES	Autophagy HCS	Autophagy HCS cell loss 18 h	Yfh1-off respiration	Insulin prom up	Insulin prom up cell count	b-catenin transl	b-catenin transl cell count 5 µM	WT yeast gro inh	WT yeast gro inh mutant strain	MT stabilize HCS	MT stabilize HCS Hoechst-high %	MT stabilize HCS cytotoxicity %	PMI inhibition	Dynein cargo inh	Dynein cargo inh cytoplasmic EGFP	Dynein cargo inh nuclear GR-EGFP	Dynein cargo inh cell count	human PMI inhibition
Cc1n[nH]c(C)c1Sc1ccccc1[N+](=O)[O-]	i	21.1	i	-0.21	1169	3.8	971	-33.3	-18.8	3.7	3.5	2.3	-3.2%	-0.953	-0.165	-0.381	0.127	3.5%
CCCn1cnc2sc(CC)cc2c1=O	i	9.6	i	0.29	1205	.	.	-8.1	12.9	4.1	2.7	8.0	-15.1%	-0.688	-0.235	-0.623	0.255	-18.2%
OCC1(Cc2cccc(Cl)c2)CCCN(Cc2ccc3cc(F)ccc3n2)C1 (stereo unspecified)	i	15.1	i	0.35	1676	0.0	1614	25.3	29.1	4.3	1.1	7.5	16.4%	1.61	-0.283	0.883	-0.0947	24.3%
CC1Cc2ccccc2N1C(=S)NC(=O)c1ccc(Cl)cc1Cl (stereo unspecified)	i	18.7	i	-0.11	1425	-1.9	1133	59.8*	59.7*	5.9	3.4	0.7	-8.4%	-0.292	0.000854	0.158	0.422	2.9%
COc1cc(O)c(C(C)=O)cc1OC	i	4.6	i	.	.	-3.8	567	-4.3	-9.6	4.2	2.5	4.0	-17.0%	-0.183	-0.173	0.372	-1.56	-15.9%
COc1cc(CC(=O)N/N=C/c2ccccc2)c([N+](=O)[O-])cc1OC	i	17.5	i	2.03	1528	-0.5	1145	-9.0	20.5	4.8	2.3	3.0	10.2%	1.01	-0.213	0.677	-1.6	9.2%
CCCCn1c(SCc2cccnc2)nc2c1c(=O)n(C)c(=O)n2C	i	3.8	i	.	.	-1.2	1094	0.4	-3.4	1.7	0.5	12.3	11.0%	-1.09	-0.19	0.0554	0.428	11.3%
O=C(Nc1cccc(S(=O)(=O)c2cccc(NC(=O)C3CC3)c2)c1)C1CC1	i	3.0	i	-1.39	1730	0.0	1133	-7.3	-19.1	2.6	0.3	19.8	13.2%	0.352	-0.233	0.507	-1.11	12.3%
COc1ccc2nc(N=Nc3c(O)ccc4ccccc34)sc2c1	i	28.4	i	0.33	1242	-2.8	463	12.1	4.5	9.3	6.8	8.6	24.5%	0.152	-0.29	-0.26	-0.287	-9.2%
CCOC(=O)C1=C(CSCC(=O)OC)NC(=O)NC1c1cc(C)ccc1C (stereo unspecified)	i	-13.0	i	-0.59	925	-0.4	1130	-12.0	-13.7	1.7	1.1	6.0	-6.7%	0.841	-0.0236	0.583	-0.332	5.8%
Cc1ccccc1-n1c(=O)c2ccccc2n2cnnc12	i	3.4	i	-1.03	799	-2.0	1226	9.1	4.2	2.9	2.0	6.1	1.1%	0.399	-0.285	0.269	0.493	3.0%
O=C1CCCC2=C1C(c1cccc(O)c1)c1c(ccc3ncccc13)N2 (stereo unspecified)	i	-25.1	i	0.26	1550	3.7	904	4.7	-1.7	2.3	1.8	7.1	35.4%	0.542	0.0624	0.286	-0.0273	6.7%
Cn1nc(-c2ccccc2)c(N2CCCCC2)cc1=O	i	4.7	i	0.01	1649	1.5	924	16.0	-12.4	5.4	1.7	11.6	12.6%	-1.12	-0.205	-0.608	1.57	4.8%
CCN(CC)S(=O)(=O)c1cccc(NC(=O)COc2ccc(Cl)cc2Br)c1	i	-12.6	i	-0.02	1390	1.4	1053	-2.1	-5.6	2.6	2.0	12.4	8.2%	-0.349	-0.171	-0.208	0.00768	11.0%
COc1cc(OC)c(OC)cc1CN1CCCC(C(=O)c2ccc3c(c2)OCO3)C1 (stereo unspecified)	i	18.9	i	-0.58	1242	1.2	999	1.4	-8.8	2.4	1.7	8.4	2.4%	-0.305	-0.102	-0.313	0.205	7.0%
CCOC(=O)N1CCC(NC(=O)c2ccc3nc(N4CCOCC4)sc3c2)CC1	i	-1.7	i	.	.	-3.2	1254	-8.2	5.5	3.0	1.4	1.1	-12.6%	-0.818	-0.129	0.114	0.617	-9.6%
Cc1ccc(CN2C3=NC(=O)CN3c3ccccc32)cc1	i	9.0	i	-0.84	1291	-4.9	1196	13.8	8.9	5.2	2.2	5.0	5.5%	0.936	-0.28	0.812	1.16	11.7%
O=C(c1ccco1)N1CCN(S(=O)(=O)c2ccc(S(=O)(=O)NC3CCCCC3)cc2)CC1	i	-18.0	i	0.26	1148	2.1	1079	.	.	1.4	1.1	2.2	6.3%	-0.617	-0.195	-0.138	0.898	1.3%
CC(C)(C)S(=O)(=O)c1ccc(S(=O)(=O)C(C)(C)C)s1	i	2.2	i	0.26	1175	-0.3	1138	5.5	13.3	3.1	1.8	3.5	6.8%	0.878	-0.253	0.431	0.13	-0.9%
O=C1c2ccccc2C2=Nc3ccccc3SC(c3ccc(Cl)cc3)C12 (stereo unspecified)	i	3.1	i	0.23	1405	-0.7	1178	82.7*	47.8*	4.3	1.3	4.2	8.8%	-1.72	-0.0258	-0.654	0.233	15.7%
Cc1sc2nc(CSc3ccccc3)nc(NCCN(C)C)c2c1C	i	0.3	i	-0.77	1190	-0.6	977	14.7	16.5	3.4	2.5	8.3	2.7%	-0.582	-0.304	-0.768	0.544	2.9%
O=C(NN1C(=O)C2C(c3ccccc3)C=CC(c3ccccc3)C2C1=O)c1ccccc1 (stereo unspecified)	i	-16.3	i	2.15	1406	-2.0	1146	39.7	8.5	2.1	2.2	7.4	14.0%	0.922	-0.22	0.58	-1.47	20.1%
O=C(CSc1nc2cc(Cl)c(Cl)cc2[nH]1)c1ccc2c(c1)OCO2	.	.	i	0.54	1056	0.4	1128	.	.	.	.	.	.	0.111	-0.27	0.0976	0.219	.
CCc1ccc(C2CC(c3ccccc3)Nc3nc(N)nn32)cc1 (stereo unspecified)	i	-2.8	i	0.02	1373	-1.3	1049	14.4	6.7	1.3	1.1	9.2	3.0%	2.23	-0.0387	1.75	-1.17	3.1%
CCCNC(=O)c1cnc(Sc2ncc(C(F)(F)F)cc2Cl)n1C	i	-8.2	i	.	.	.	.	-6.8	-6.0	1.2	1.1	12.6	-6.2%	-1.58	1.62	-0.603	0.566	-2.7%
Fc1cccc(/C=N/Nc2ncnc3nc[nH]c23)c1	i	-8.6	.	1.61	1215	0.0	585	10.2	-13.5	6.3	3.0	9.5	6.5%	0.288	-0.0887	1.17	-1.17	2.9%
NNC(=O)c1ccc(Cl)cc1Cl	i	6.6	i	-0.58	1359	.	.	14.6	-4.4	2.7	2.7	1.4	5.5%	0.203	-0.243	0.206	-0.823	4.7%
Cc1nc(N)sc1Cc1ccc2c(c1)OCO2	i	-9.1	i	0.18	1165	-0.8	1143	12.2	-8.7	1.9	1.0	1.9	-6.6%	-0.756	-0.0897	-0.195	0.822	8.2%
O=C(Nc1ccccc1)Nc1nnc(-c2cccs2)s1	i	6.8	i	0.37	1299	.	.	3.8	2.2	2.9	2.1	10.4	3.5%	0.407	-0.266	0.12	-0.253	11.5%
CCOc1ccccc1NC(=O)CSc1nnc(-c2cnccn2)n1CC	i	6.9	i	0.56	1201	-1.7	1210	-6.3	-14.9	3.2	2.3	5.1	12.4%	0.663	-0.0854	1.24	-0.668	10.5%
[O-]/C(=C(\C(=S)NCc1ccco1)[n+]1ccccc1)c1ccccc1Br	i	-14.1	i	-0.17	1527	-0.7	1294	5.9	0.1	3.1	2.2	8.9	7.6%	-0.0679	-0.0687	0.814	-0.949	-5.8%
Cc1cnc2ncc3sccc3c2c1	i	-7.2	i	0.01	1204	.	.	-1.9	-27.5	2.4	2.3	3.7	2.0%	0.104	0.0493	0.909	-0.457	-0.4%
O=[N+]([O-])c1ccc(Nc2cccc(F)c2)nc1	i	4.9	i	-0.47	1351	0.4	1494	6.8	-19.4	15.6	10.1	29.8	7.5%	0.117	-0.167	-0.251	0.16	13.3%
COc1ccc(CCCc2nnc(SCC(=O)Nc3ccc(C)c(C)c3)o2)cc1	i	28.8	i	0.57	893	.	.	1.9	-0.4	2.5	1.8	7.0	12.4%	0.062	-0.259	0.239	0.951	19.3%
COCCN=C1NN=C(c2ccc(NC(C)=O)cc2)CS1	i	15.7	i	0.39	1577	-3.4	1095	-1.0	-3.4	2.6	3.3	4.7	17.5%	-0.56	-0.0505	-0.139	0.534	34.3%
CCOc1ccc(N2C(=O)CN=C2Nc2ccccc2F)cc1	i	0.7	i	-0.51	1393	-1.5	1389	11.3	4.0	2.9	1.9	0.8	-2.2%	-0.714	-0.202	-0.982	0.6	-0.5%
C#CCOC(=O)C(NC(=O)c1ccccc1)=C(C)C	i	1.6	i	0.25	899	.	.	-4.6	-13.1	2.6	1.3	1.6	11.9%	-0.64	-0.237	-0.377	0.264	10.7%
Cc1ccc(CNC(=O)Nc2ccc(C)cc2)cc1	i	-22.4	i	0.78	1689	3.6	941	12.8	4.8	2.8	2.0	6.5	9.1%	0.294	-0.221	0.0875	-0.0648	-6.0%
